CXXC DNA block – inhibitors of human MLL CXXC domain-DNA interaction | MLL-CXXC / FITC-HOXA9 DNA fluorescence polarization | 290,000 compounds, 0.037% hits | Potency, µM (series often up to 115 µM), for the others: at the top dose activity change, negative = inhibition, actives largely listed as inhibitors; active means well fitted inhibition curve with a large enough effect in the polarisation, with a control signal flat, not every such curve was filed as active; inconclusive means small, poorly fitted or top-dose-only effect, or effect the other way, or a change in a side signal; inactive means no such curve, though single readings can be large or run the other way; the % refers to the polarisation; further: potency means the concentration at half of the fitted maximal effect
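Purified MLL-CXXC (added from a 7 uM solution) was preincubated 5 min at ambient with pinned compounds in 50 mM Tris-HCl pH 7.5, 50 mM NaCl, 1 mM DTT, 0.05% BSA. Fluorescein-labeled HOX-A9 DNA (50 nM solution) followed, 30 min, then polarization read.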
TRPV1 agonist – human TRPV1 agonism. Q8NER1. TRPV1-expressing cells, Fluo-8 calcium influx, agonist mode. activation, % at 8.33 µM. 320,000 compounds, 0.19% hits. AID 540275; in the data active means activation above about 80%; inconclusive means between about 30% and that limit; further: 0% is about no effect
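Cells expressing TRPV1 were dye-loaded with Fluo-8 and read kinetically: 10 s baseline, 3 min after compound (agonist portion), then 2 min after EC20 capsaicin (allosteric enhancer portion). Calcium-bound dye fluorescence at 480/520 nm.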
KCNH2 WT inh – inhibitors of human wildtype KCNH2 potassium channel. Q12809. U2OS, BacMam KCNH2, thallium flux FluxOr; hits give low values. activity change, % at 1.84 µM. 340,000 compounds, 0.37% hits. AID 720551;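 active means maximum activity change below -70%; inconclusive means maximum activity change between -70% and -50%; inactive means maximum activity change above -50%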; further: on the % scale 0 is the no-effect control and ±100 the full control effect
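U2OS cells transduced with wild-type KCNH2 virus are loaded with FluxOr dye for 45 min, and thallium flux is measured in kinetic reads before and after stimulation buffer. Rate constants are normalized to DMSO controls.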
Giardia kill – Giardia lamblia killing; Giardia lamblia trophozoite viability; 340,000 compounds, 0.15% hits; activity change, % at 7.66 µM, hits read low; AID 540267; in the data active means activity change below about -80%; inconclusive means between about -30% and that limit;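 further: parasites exposed to compound for two days anaerobically before the ATP read; on the % scale 0 is the no-effect control and ±100 the full control effect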
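Trophozoite viability was measured as ATP-dependent luminescence, read 15-30 min after reagent addition. Before that, parasites at 100 cells/well were exposed to compounds for 48 h, anaerobically, at 37 deg C.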
GALK inhibitor – inhibitors of human galactokinase. P51570. Purified GALK, Kinase-Glo residual ATP luminescence. Potency, µM (series often up to 57.5 µM), for inactives: at the highest dose activity change, negative = inhibition, actives largely listed as inhibitors. 270,000 compounds, 0.007% hits; further: potency means the concentration at half of the fitted maximal effect; on the % scale 0 is the no-effect control and ±100 the full control effect
Target sequence (P51570 whole entry, looked up): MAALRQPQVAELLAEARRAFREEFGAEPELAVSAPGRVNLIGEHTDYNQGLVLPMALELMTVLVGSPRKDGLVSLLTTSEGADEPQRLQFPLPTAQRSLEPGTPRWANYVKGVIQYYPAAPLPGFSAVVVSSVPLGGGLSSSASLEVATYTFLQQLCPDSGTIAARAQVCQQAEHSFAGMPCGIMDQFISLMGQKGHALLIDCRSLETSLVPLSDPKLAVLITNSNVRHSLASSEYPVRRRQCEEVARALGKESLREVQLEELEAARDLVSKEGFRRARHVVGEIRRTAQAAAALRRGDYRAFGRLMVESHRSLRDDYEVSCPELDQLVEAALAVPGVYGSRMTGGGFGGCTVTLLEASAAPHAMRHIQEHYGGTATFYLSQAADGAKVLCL
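Human GALK (5 nM) with 35 uM ATP and 100 uM galactose in 20 mM HEPES pH 8.0, 5 mM MgCl2, 60 mM NaCl, 1 mM DTT, 0.01% BSA. After 1 h at room temperature, leftover ATP was read by Kinase-Glo Plus luminescence.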
KCNH2 3.1 inh – inhibitors of human KCNH2 3.1 potassium channel isoform; AID 720553; activity change, % (tested at about 1.8 µM); U2OS KCNH2 3.1, thallium flux FluxOr; hits give low values; 340,000 compounds, 0.95% hits;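 active means maximum activity change below -70%; inconclusive means maximum activity change from -70% to -50%; inactive means maximum activity change above -50%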;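 further: thallium influx rate constant from kinetic fluorescence after stimulation buffer; on the % scale 0 is the no-effect control and ±100 the full control effect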
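U2OS cells transduced with KCNH2 3.1 mutant virus (1.77 x 10^8 /mL, 4 h), plated overnight at 37 C, loaded 45 min with FluxOr dye plus Red40 quencher. Thallium flux rate constant from kinetic reads after stimulation buffer, normalised to controls.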
B2AR arrestin – beta2AR (human) beta-arrestin recruitment activity | P07550 | beta-arrestin recruitment to beta2AR, cell-based reporter | Potency, µM (highest dose often 46.1 µM), inactives show at the highest dose activation, most hits filed as activators | 330,000 compounds, 0.02% hits | AID 492947;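 further: potency means the concentration at half of the fitted maximal effect; 0% = DMSO controls and full agonism = EC100 isoproterenol or metaproterenol; nearly all actives have a fitted effect of over 65% in size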
PKM2 activator – PKM2 (human) enzyme activation | AID 1631 | 260,000 compounds, 0.34% hits | purified PKM2, Kinase-Glo ATP luminescence, activation; response scale: 0% is enzyme alone, no compound | Potency, µM (doses to about 57.5 µM), for the others: top-dose activation, most hits filed as activators | P14618; further: potency means the concentration at half of the fitted maximal effect; on the % scale 0 is the no-effect control and ±100 the full control effect; nearly all actives have a fitted effect of over 55% in size
Target sequence (P14618 whole entry, looked up): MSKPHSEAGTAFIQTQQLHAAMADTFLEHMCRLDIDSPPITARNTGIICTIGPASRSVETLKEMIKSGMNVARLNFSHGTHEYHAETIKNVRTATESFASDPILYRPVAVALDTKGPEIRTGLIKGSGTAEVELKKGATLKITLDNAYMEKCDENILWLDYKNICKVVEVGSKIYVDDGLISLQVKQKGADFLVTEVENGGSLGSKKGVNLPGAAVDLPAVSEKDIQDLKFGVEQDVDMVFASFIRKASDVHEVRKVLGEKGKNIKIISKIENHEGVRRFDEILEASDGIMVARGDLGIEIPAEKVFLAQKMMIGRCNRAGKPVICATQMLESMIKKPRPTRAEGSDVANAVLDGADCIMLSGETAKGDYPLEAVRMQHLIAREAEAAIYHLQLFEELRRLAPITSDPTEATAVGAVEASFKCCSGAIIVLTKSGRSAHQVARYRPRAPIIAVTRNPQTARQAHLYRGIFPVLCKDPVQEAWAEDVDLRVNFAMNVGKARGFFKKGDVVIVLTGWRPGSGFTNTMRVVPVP
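hPK-M2, >95% pure; 0.1 mM ADP / 0.5 mM PEP final; imidazole pH7.2 buffer w/ 7 mM MgCl2, 50 mM KCl; 1 h RT; Kinase-Glo lum. Intermediate enzyme activity for dual inhibitor/activator qHTS.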
USP2a block – USP2a (human) protease inhibition | USP2 core, Ub-CHOP2 coupled fluorogenic reporter, 485/531 | Potency, µM (titrated, usually from 38.3 µM), for the others: top-dose activity change, negative = inhibition, hits mostly inhibitors | 330,000 compounds, 0.01% hits;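 further: potency means the concentration at half of the fitted maximal effect; plate controls were DMSO wells for no effect and full inhibition by NEM control for full effect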
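Deubiquitinase activity read as fluorescence (485/531 nm) after Ub-CHOP2 cleavage activates the enterokinase reporter on its substrate; USP2 core 10nM, Ub-CHOP2 and substrate 25nM each, 30min compound preincubation then 60min RT; data normalized to NEM, curves fitted.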
Menin MLL FP TR – inhibitors of human menin-MLL interaction, mutant MLL peptide; O00255; Potency, µM (top dose mostly 61.6 µM), inactives show at the highest dose FP activity change, negative = inhibition, most hits filed as inhibitors; Menin + Texas Red MLL mutant peptide, fluorescence polarization; AID 1768; 270,000 compounds, 0.23% hits; active means well fitted inhibition curve with a large enough effect in the polarisation, with a control signal flat, not every such curve was filed as active; inconclusive means small, poorly fitted or top-dose-only effect, or effect the other way, or a change in a side signal; inactive means no such curve, though single readings can be large or run the other way; the % refers to the polarisation; further: potency means the concentration at half of the fitted maximal effect; % of control where 0% means no effect; many of its hits are not listed in these tables
Coupling enz – inhibits coupling enzyme system, counter-screen for aldolase hits; 290,000 compounds, 0.67% hits; activity change, negative = inhibition, % at 58.2 µM, hits read low; coupling enzyme system counterscreen, AmpLite Red fluorescence; AID 2472; in the data active means activity change below about -30%; further: on the % scale 0 is the no-effect control and ±100 the full control effect
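Compounds tested against the coupling enzymes alone at 57.5 uM final; readout was AmpLite Red fluorescence (525/598 nm) after 20 min at RT.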
Active calls of the source: *; ? = inconclusive; . = not tested or not shown; & = joins results of further samples; [ ] = dose if it differs, or a comment. Unless noted, the call rests on the fitted dose curve; in most records, active means well fitted curve in the direction sought with a large enough effect; inconclusive means small, poorly fitted or top-dose-only effect, or another doubt; inactive means no such curve, though single readings can be large; an effect the other way counts as inactive or inconclusive. This is a subset; rates above refer to the full screens.

SMILES	CXXC DNA block	TRPV1 agonist	KCNH2 WT inh	Giardia kill	GALK inhibitor	KCNH2 3.1 inh	B2AR arrestin	PKM2 activator	USP2a block	Menin MLL FP TR	Coupling enz
Cc1cc(OCC(=O)Nc2nccs2)c2c(C)cc(=O)oc2c1	-3%	-3	0	7	3%	6	-0.2%	.	3%	9%	3
O=C(Nc1nccs1)c1cc(-c2ccccc2)nn1-c1ccccc1	?	-8	3	13	2%	-11	0.0%	-18%	1%	-1%	-4
CCC(=O)Nc1ccc(N2CCOCC2)c(S(=O)(=O)Nc2ccc(Cl)cc2)c1	.	0	7	0	.	1	-2.3%	.	0%	.	.
COc1ccc(S(=O)(=O)Nc2cccc3c2O[C@H](CN(C)S(=O)(=O)c2ccccc2)[C@@H](C)CN([C@H](C)CO)C3=O)cc1	.	.	7	0	.	37	-1.0%	.	5%	.	.
Cc1ccc(CCn2c3c(c4ccccc42)CN(C)CC3)cn1	-7%	9	10	-7	-1%	-6	-0.3%	-5%	1%	-12%	-7
CCn1nc(C)c(CN2CCCC(C(=O)c3cccc(OC(C)C)c3)C2)c1C (stereo not given)	2%	2	.	33[activator]	5%	-3	-0.2%	-3%	-1%	-2%	-1
COc1ccc(-c2cc(=O)oc3c(C)c(O)c(CN(C)C)cc23)cc1	-1%	9	8	-7	-3%	1	-0.5%	-9%	9%	-4%	3
N#Cc1ccc(CN2CCN(C(=O)CNC(=O)Cc3ccccc3)CC2)cc1	.	-7	1	-2	.	-1	-0.4%	.	0%	.	.
CN(C)C(=O)CN1CCN(Cc2cn(C)nc2-c2ccc3c(c2)OCCO3)CC1	2%	1	2	-7	10%	-2	0.2%	-1%	-9%	-10%	3
CN(C)C(=O)c1ccc(NS(=O)(=O)c2ccc3c(c2)OCCO3)cc1	3%	1	-1	-30	4%	2	-0.5%	1%	1%	-9%	4
CCCCCC(=O)Nc1nc(C)c(-c2csc(Nc3cc(OC)ccc3OC)n2)s1	5%	4	3	-4	0%	3	3.5%	-3%	1%	?	0
O=C(CSc1nnc(-c2ccc(F)cc2)n1-c1ccccc1)NCCN1C(=O)CSC1=O	16%	-2	16	-15	2%	-8	-0.3%	6%	-2%	-2%	5
Clc1ccc2c(N3CCCC3)ccnc2c1	5%	0	1	-2	1%	5	0.0%	?	2%	-7%	0
CC(=O)NC(=S)Nc1ccc(NC(=O)COc2ccc(C(C)C)cc2)cc1	13%	?	4	3	.	12	-1.3%	-6%	3%	2%	2
COc1ccc(N(C)C(=O)c2cc3c(s2)-c2c(C)cccc2OC3)c(OC)c1	1%	21	-6	31[activator]	.	-3	6.4%	-3%	1%	.	-4
N#Cc1sc(NCc2ccccn2)nc1Cl	2%	2	-5	9	-1%	-1	0.4%	.	4%	15%	-1
Cc1nnc(SCCc2ccccc2)[nH]c1=O	4%	.	-8	-4	3%	7	-0.2%	3%	-4%	-10%[11.7 µM]	11
Cc1cc(OC(=O)c2ccccc2F)c([N+](=O)[O-])c(=O)[nH]1	12%	2	13	-13	-8%	-2	0.1%	.	2%	.	.
O=C(CCc1ccccn1)N1CCCC(CNS(=O)(=O)c2cccs2)C1 (stereo not given)	3%	1	0	-10	5%	2	-0.5%	0%	4%	1%	1
CC(C)CCN1C(=O)CCC1(C)C(=O)NC1CCCCCCC1 (stereo not given)	7%	8	0	2	2%	8	0.3%	-1%	5%	2%	3
Cc1ccc(NC(=O)c2ccc(N3C(=O)C4CC=C(Cl)CC4C3=O)cc2)cc1 (stereo not given)	17%	1	5	-10	-3%	17	-0.5%	1%	-1%	.	1
O=C1CCN(C(=O)Nc2cccc(Cl)c2)N1	4%	5	-1	5	-2%	3	-0.2%	-3%	1%	18%	-1
CCN(CC(=O)Nc1ccc2c(c1)OCCO2)C(=O)CC(NC(C)=O)c1ccccc1 (stereo not given)	.	-2	3	11	.	-13	-1.6%	.	3%	.	.
O=C(COc1cccc(C(F)(F)F)c1)Nc1ccc(S(=O)(=O)N2CCCC2)cc1	10%	-1	-3	9	-3%	-3	0.0%	-3%	-7%	28%	-1
O=C(CS(=O)(=O)Cc1ccccc1)N1CCN(C(=O)c2ccco2)CC1	1%	-2	-7	6	1%	-15	-0.9%	1%	3%	6%	1
N#CC(C(=O)c1ccccc1)=C1SCCS1	0%	7	-2	-22	.	-2	-0.3%	1%	1%	.	-4
COc1cc(OC)c(/C=C2\C(=O)Nc3ccccc32)c(OC)c1	.	14	17	6	.	6	0.0%	.	1%	.	.
CCCn1nc(C(=O)N(C)CC(=O)Nc2ccc(OCC)c(OCC)c2)c2ccccc2c1=O	.	0	-4	-3	.	2	-1.1%	.	0%	.	.
O=C(O)C(Cc1ccccc1)N1C(=O)/C(=C/c2cccnc2)SC1=S (stereo not given)	-6%	1	-2	-6	1%	-5	-0.3%	-12%	1%	.	9
COc1cc(OC)cc(C(=O)NC(C)c2cnn(-c3ccccc3C)c2C)c1 (stereo not given)	-14%	-1	.	18	-1%	2	0.2%	-1%	0%	-11%	0
CCOc1ccc2nc(C)cc(Nc3ccc(N4CCOCC4)cc3)c2c1	4%	-2	.	.	.	.	9.8%	-1%	-1%	0%	0
Cc1ccc(-c2nc(CS(=O)CC(=O)NCc3ccc(F)cc3)c(C)o2)cc1 (stereo not given)	-7%	14	-10	6	-1%	-38	-0.1%	.	-2%	.	.
COc1cc(C(CCN2CCCCC2)c2c(OC)cc(OC)c3c(-c4ccccc4)cc(=O)oc23)cc(OC)c1OC (stereo not given)	8%	1	.	22&4	-1%	.	0.9%	2%	7%	0%	2&4
CCOC(=O)CNC(c1ccccc1)c1cc(Br)ccc1NC(=O)OCC (stereo not given)	6%	?	-1	-22	-2%	-11	0.2%	1%	-1%	9%	-1
CCN(CC)C(=S)SCC(=O)Nc1ccc(F)cc1	0%	10	4	12	-2%	-9	-0.3%	1%	5%	19%	0
O=C(Oc1coc(CSc2ncccn2)cc1=O)c1cccc([N+](=O)[O-])c1	9%	3	4	15	1%	-6	-0.4%	4%	-1%	16%	2
O=C(NC1CCS(=O)(=O)C1)c1cnccn1 (stereo not given)	15%	0	4	5	0%	-18	0.2%	9%	7%	-4%	3
CCOC(=O)c1cnc(SC2CC(=O)N(c3cccc(OC)c3)C2=O)nc1N (stereo not given)	-12%	1	5	1	1%	-4	-0.5%	15%	3%	-8%	-1
Cc1ccsc1/C=N/Nc1ncnc2nc[nH]c12	0%	-2	7	5	12%	3	0.1%	-2%	0%	-14%	-5
Cc1ccc(-c2nc3ccccn3c2NC(=O)c2ccco2)cc1	11%	3	-16	-15	-3%	0	-0.6%	1%	0%	18%	1
CCOc1ccc(NC(=O)COC(=O)C23CC4CC(CC(C4)C2)C3)c([N+](=O)[O-])c1	-9%	23	-19	-4	-3%	-18	-0.2%	-1%	3%	-13%	1
CN(CCc1ccccn1)C1CCCN(S(=O)(=O)c2ccc(F)c(Cl)c2)C1 (stereo not given)	1%	2	34	6	-2%	-6	-0.1%	-2%	-2%	.	.
N#C/C=C\Oc1ccc(Cl)cc1N	-17%	1	5	-29	-1%	-3	0.3%	1%	1%	1%	-10
CC(/C=C/c1ccccc1F)=N\NC(=O)c1ccc(Cl)cc1	8%	27	7	-1	4%	-4	0.5%	-17%	-3%	-3%	6
c1coc(-c2nc3c4c5c(sc4ncn3n2)CCCC5)c1	-4%	12	3	4	-1%	17	-0.1%	1%	1%	-6%	-2
O=C(OCc1c(F)cccc1Cl)c1cc([N+](=O)[O-])ccc1N1CCOCC1	.	9	5	5	.	-10	-0.4%	.	-10%	.	.
O=C(CN1C(=O)NC2(CCCCCC2)C1=O)c1ccc(Cl)s1	.	2	-1	10	.	16	-1.1%	.	-1%	.	.
CSc1ccccc1NC(=O)CN(c1cc(C)cc(C)c1)S(C)(=O)=O	2%	20	-2	-18	0%	1	-0.3%	-9%	2%	-11%	10
O=C(NCc1n[nH]c(=S)n1-c1cccc(C(F)(F)F)c1)c1ccc(S(=O)(=O)N2CCCCC2)cc1	9%	-2	-5	5	-2%	-4	-0.4%	-2%	1%	23%	0
CCOC(=O)N1CCN(C(=O)C(NC(=O)C2CCC(C)CC2)C(C)C)CC1 (stereo not given)	-10%	0	-4	18	-1%	0	-0.3%	-3%	-4%	-14%	3

Screens as filed in PubChem BioAssay.
